DAX1 inh-1: inhibitors of DAX1 repression of SF-1 activated StAR promoter; 370,000 compounds, 1.1% hits; HEK293T StAR-luciferase reporter, SF-1/DAX-1 repression relief; AID 652010; inhibition, % at 6.8 µM;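 active means inhibition above the mean over all tested compounds plus 3 SD, cut at about 3.6% in these data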;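 further: 0% = DAX-1 cells with DMSO and 100% = cells lacking DAX-1 with DMSO; higher inhibition means more luminescence from relief of DAX-1 repression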
PLCb3 inh: inhibitors of human phospholipase C beta3 | Q01970 | Purified PLC-beta3, fluorogenic substrate, fluorescence | inhibition, % at 12.2 µM | 370,000 compounds, 0.18% hits | AID 720704; in the data active means inhibition above about 11%;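 further: 0% = median of compound wells on plate and 100% = full blocker control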
hgDAF12 agonist: hgDAF-12 agonism, primary luciferase screen; HEK293 GAL4-hgDAF12 UAS-luciferase reporter, agonist luminescence; normalized to butyrate control; AID 687014; 370,000 compounds, 1.8% hits; activation, % at 6.8 µM;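 active means activation above a cutoff set at the mean of all screened compounds plus 3 SD, cut at about 10% in these data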;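 further: 0% = DMSO wells and 100% = sodium butyrate wells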
HGIII-sPLA2 inh: Blocks human group III sPLA2 activity. Q9NZ20. QFRET BODIPY PC-A2 liposome hydrolysis, fluorescence. inhibition, % at 12.2 µM. 370,000 compounds, 0.56% hits. AID 743126;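 active means inhibition above mean plus 3 SD of compounds lying within the high and low control bounds, cut at about 19% in these data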;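 further: 0% = median of test compound wells and 100% = no enzyme DMSO wells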
Target sequence (Q9NZ20 whole entry, looked up): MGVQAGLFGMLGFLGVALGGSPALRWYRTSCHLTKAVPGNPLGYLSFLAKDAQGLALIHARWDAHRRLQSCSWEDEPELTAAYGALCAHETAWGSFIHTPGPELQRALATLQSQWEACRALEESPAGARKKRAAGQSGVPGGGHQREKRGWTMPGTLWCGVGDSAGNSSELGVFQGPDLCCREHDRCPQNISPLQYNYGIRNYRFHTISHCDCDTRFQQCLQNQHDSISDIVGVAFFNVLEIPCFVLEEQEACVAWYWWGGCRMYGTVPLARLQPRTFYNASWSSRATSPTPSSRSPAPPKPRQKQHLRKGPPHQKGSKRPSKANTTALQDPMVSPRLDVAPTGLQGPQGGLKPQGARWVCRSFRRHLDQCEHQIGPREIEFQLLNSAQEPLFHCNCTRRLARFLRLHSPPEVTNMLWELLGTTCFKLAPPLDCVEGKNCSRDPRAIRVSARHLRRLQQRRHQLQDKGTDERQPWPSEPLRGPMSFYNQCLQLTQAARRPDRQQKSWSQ
ssDAF12 agonist: activators of S. stercoralis DAF-12 nuclear receptor. activation, % at 6.8 µM. HEK293 ssDAF-12/GRIP1 lit1-tk-luc reporter, luminescence; % of 3 µM dafachronic acid response. 370,000 compounds, 1% hits. AID 652126;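 active means activation above the mean over all tested compounds plus 3 SD, cut at about 0.9% in these data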;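 further: 0% = DMSO-only wells and 100% = 3 µM delta7-dafachronic acid wells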
SMARCA2 activ: increases SMARCA2 function in MMTV reporter cells; MG213 cells, MMTV-luciferase reporter, dexamethasone, overnight; activation, % at 9.1 µM; 370,000 compounds, 1% hits; AID 652017; in the data active means activation above about 7.8%;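 further: 0% = vehicle wells and 100% = reference activator wells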
PG9 binder: small molecules binding HIV-1 gp120 antibody PG9 | inhibition, % at 6.7 µM | TR-FRET gp120-PG9 antibody binding | 360,000 compounds, 0.43% hits; in the data active means inhibition above about 8.5%
hcDAF-12 act: activates DAF-12 receptor from parasite H. contortus; 370,000 compounds, 1.4% hits; AID 652067; activation, % at 6.8 µM; HEK293 hcDAF-12 lit1-tk-luc reporter, luminescence; 0% DMSO, 100% Δ7-dafachronic acid;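 active means activation above the mean of all tested compounds plus 3 SD, cut at about 5.5% in these data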;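 further: 100% = response to 3 µM Δ7-dafachronic acid high control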
DAX1 inh-2: inhibits human nuclear receptor DAX1; P51843; HEK293 Gal4-DAX1 luciferase reporter, luminescence; inhibition, % at 6.75 µM; 340,000 compounds, 0.99% hits; AID 504766;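 active means inhibition above the mean over all tested compounds plus 3 SD, cut at about 4.2% in these data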;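 further: 0% = DAX1-transfected cells with DMSO and 100% = empty-vector control cells with DMSO; inhibition shows as a rise in luminescence from relieved DAX1 repression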
GAA850 FXN act: frataxin GAA850 promoter activation; activation, % at 6 µM; 360,000 compounds, 0.56% hits; AID 540364; HEK293 lucGAA850 FXN promoter luciferase reporter, 24 h; percent of 10 µM SAHA response;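 active means activation above the average of all compounds screened plus 3 SD, cutoff fixed separately per campaign, cut at about 7.5% in these data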;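 further: 0% = DMSO wells and 100% = 10 µM SAHA wells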
NR1D1 modulator: Rev-erb alpha (human) modulation | activity, % at 10 µM | Rev-erbα–FITC-DNA binding, fluorescence polarization, 90 min | 370,000 compounds, 0.79% hits;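 active means activity above about 14%, limit read from the data; passing the limit was not always enough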;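 further: 0% = DMSO wells with 35 nM protein and 100% = DMSO wells with 750 nM protein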
Target sequence (P20393 whole entry, looked up): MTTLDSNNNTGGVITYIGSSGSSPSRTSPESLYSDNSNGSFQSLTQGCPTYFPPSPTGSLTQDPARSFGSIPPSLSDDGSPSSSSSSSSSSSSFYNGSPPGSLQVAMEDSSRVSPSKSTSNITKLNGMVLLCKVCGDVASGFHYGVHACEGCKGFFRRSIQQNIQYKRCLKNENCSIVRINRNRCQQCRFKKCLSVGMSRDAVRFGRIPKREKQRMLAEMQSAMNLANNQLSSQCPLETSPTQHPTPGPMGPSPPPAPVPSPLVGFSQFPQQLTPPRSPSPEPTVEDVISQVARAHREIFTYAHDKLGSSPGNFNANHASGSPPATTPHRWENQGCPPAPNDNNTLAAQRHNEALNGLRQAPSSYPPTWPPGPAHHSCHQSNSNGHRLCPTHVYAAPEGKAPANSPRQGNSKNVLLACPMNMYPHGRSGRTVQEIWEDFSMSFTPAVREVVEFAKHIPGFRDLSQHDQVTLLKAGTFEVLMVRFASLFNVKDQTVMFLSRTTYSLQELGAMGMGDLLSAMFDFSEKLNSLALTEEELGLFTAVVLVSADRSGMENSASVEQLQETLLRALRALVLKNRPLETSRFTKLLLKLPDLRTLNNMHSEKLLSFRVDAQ
* = called active by the depositor; i = inactive; / = not tested or not shown; & = joins results of further samples.

SMILES | DAX1 inh-1 | PLCb3 inh | hgDAF12 agonist | HGIII-sPLA2 inh | ssDAF12 agonist | SMARCA2 activ | PG9 binder | hcDAF-12 act | DAX1 inh-2 | GAA850 FXN act | NR1D1 modulator
Cn1c(COc2ccccc2)nnc1SCC(=O)NC1CCCC1 | -0.4 | -10.8 | -0.4 | 16.0 | -1.1 | 1.5 | 1.0 | 1.0 | 0.9 | 1.6 | -4.3
Cc1ccccc1NC(=S)N1CCOCC1 | -0.5 | 5.5 | 0.7 | -3.5 | -0.3 | -1.1 | -1.6 | 0.8 | -0.6 | 1.9 | -2.3
O=C(O)CSc1ncnc2c1sc1nc(-c3ccccc3)c3c(c12)CCC3 | -0.5 | -13.9 | -0.5 | 13.5 | -0.9 | -5.3 | -0.3 | -2.0 | 0.4 | -1.4 | -2.9
O=C(Nc1cc(C(F)(F)F)ccc1N1CCCCC1)c1ccco1 | 0.0 | 3.2 | 0.1 | 6.3 | -0.3 | 0.9 | -2.7 | -1.5 | -0.8 | 0.5 | 2.8
COc1ccc(S[C@]2(C(=O)N(C)C)CC(=O)N(C(=O)C3CC3)[C@@H]2c2ccc(OC)cc2)cc1 | -2.2 | 0.7 | -2.1 | 2.1 | -1.3 | -4.4 | / | 0.0 | / | / | 2.1
Cc1cc(C)cc(-n2c(N)c(C(=O)Nc3c(C)n(C)n(-c4ccccc4)c3=O)c3nc4ccccc4nc32)c1 | 0.0 | -60.4 | 1.2 | 6.1 | -1.4 | -5.6 | -0.3 | -2.6 | 1.2 | -6.8 | -1.0
CN(C)c1ccc(C=NN2CCCCCC2)cc1 | -0.2 | -2.8 | -1.9 | 2.4 | -0.9 | 5.0 | 0.1 | -0.7 | 2.2 | 1.3 | -5.5
Cn1c(=O)n(C)c2cc(NC(=O)COc3ccccc3)ccc21 | 0.1 | -3.1 | 1.8 | 13.6 | -1.4 | -1.9 | -2.8 | -1.3 | 4.2 | 0.7 | -3.1
COc1cc(-c2nc(S(=O)(=O)c3ccc(C)cc3)c(N3CCOCC3)o2)cc(OC)c1OC | 0.1 | 2.5 | 1.0 | 9.1 | -1.3 | 0.1 | -0.3 | -0.8 | 0.5 | 2.5 | -1.5
O=C(c1ccco1)c1cc2c(ccc3ccccc32)oc1=O | -0.2 | -71.2 | -1.2 | -1.9 | -0.5 | 0.0 | -0.7 | 3.5 | 0.2 | 2.9 | -0.2
Cc1ccc(-n2nnnc2-c2ccccc2)cc1 | -1.1 | -0.8 | -5.8 | 0.6 | -2.2 | -1.8 | -1.9 | -0.2 | -0.4 | -1.9 | -4.8
CC/C(=N/N=C(/CC)c1ccc(O)cc1)c1ccc(O)cc1 | 0.1 | -13.2 | -0.3 | -0.7 | -1.7 | -1.3 | -0.3 | 0.5 | -0.4 | 0.2 | 3.3
CC1CC(C)(C)NC(=S)O1 (stereo not given) | -0.1&0.2 | -4.1&-3.2 | -1.4&-0.7 | 5.7&-2.4 | -1.1&-1.6 | -1.9&-2.1 | -0.5&3.5 | -1.1&-0.3 | 1.0&0.3 | 1.2&-1.2 | -0.8&2.9
NC(=O)CC(NC(=O)Cc1ccc(Br)cc1)c1ccc(N2CCN(c3ccccc3)CC2)c([N+](=O)[O-])c1 (stereo not given) | -0.8 | -3.8 | -4.3 | -4.2 | -1.1 | -2.2 | 1.5 | -2.7 | 0.4 | -2.6 | -6.1
COc1ccc(CC(=O)N2CCOCC2)cc1 | 0.2 | -2.1 | -1.8 | 4.9 | -1.4 | 0.7 | 1.0 | -1.6 | 0.5 | 4.4 | 1.1
C/C=C/c1ccc(OCC(=O)OCC2=C(C(=O)OCC)C(C)NC(=O)N2)c(OC)c1 (stereo not given) | 0.5 | -9.1 | 0.9 | -10.3 | -1.2 | 1.4 | 0.6 | 0.7 | 1.3 | 1.5 | -4.8
COc1ccc(CN2CCC3CC2c2cc(-c4cccc(C)c4)ccc23)cc1 (stereo not given) | -0.4 | -4.8 | -1.5 | 10.6 | -0.6 | -3.6 | -1.4 | -1.2 | 1.0 | 1.1 | 9.4
COc1ccc(NC(=O)CN2C(=O)COc3ccc(S(=O)(=O)N4CCOCC4)cc32)c(OC)c1 | 0.0 | -9.1 | 2.7 | -0.2 | -0.6 | 1.3 | 0.0 | -1.2 | -0.3 | 0.6 | -5.3
Cn1cncc1C#Cc1c(C=O)n(C)c2ccccc12 | 0.9 | i | -3.0 | -0.9 | -1.1 | 1.6 | -4.0 | -1.6 | -0.4 | 2.7 | 7.4
COc1cc(NC(=O)COC(=O)CNC(=O)c2cc(C)cc(C)c2)c(C)cc1[N+](=O)[O-] | -0.3 | 0.3 | -2.4 | 6.3 | -0.8 | -6.6 | -2.2 | -0.1 | 0.0 | 0.2 | -0.3
COCCNC(=O)CCN1N=C(c2ccccc2)CCC1=O | -0.3 | -1.2 | 1.8 | -1.0 | -0.9 | -2.3 | 0.1 | 1.2 | -0.6 | -0.2 | -5.1
O=C(NNC(=O)c1ccc(Cl)c(S(=O)(=O)Nc2ccc(Cl)cc2)c1)c1ccc(=O)[nH]c1 | 0.4 | -36.5 | -0.5 | -9.1 | -0.2 | -0.5 | -2.3 | 0.4 | 1.6 | 1.5 | -6.0
COc1ccc(C(=O)NC(=S)N2CCN(c3ccccc3OC)CC2)cc1OC | -1.4 | 4.9 | -0.3 | -0.6 | -1.2 | 0.9 | -0.7 | -2.2 | 1.4 | 5.0 | 2.2
CCCc1cc(=O)oc2cc(C)cc(OCC(=O)NC3CCN(Cc4ccccc4)CC3)c12 | 0.0 | -67.8 | 0.6 | -5.8 | -1.2 | -1.8 | 0.8 | 0.0 | 0.2 | -0.9 | 1.8
COC(=O)c1ccc2nc(C(F)(F)F)[nH]c2c1 | -0.4 | 3.9 | 0.2 | 2.4 | -1.3 | -4.0 | -2.2 | -1.6 | -0.1 | 0.4 | -5.1

(more compounds)
SMILES | DAX1 inh-1 | PLCb3 inh | hgDAF12 agonist | HGIII-sPLA2 inh | ssDAF12 agonist | SMARCA2 activ | PG9 binder | hcDAF-12 act | DAX1 inh-2 | GAA850 FXN act | NR1D1 modulator
CCC(C(=O)NCCc1ccc(OC)c(OC)c1)n1nc(C)n2c(cc3occc32)c1=O (stereo not given) | -1.2 | -13.6 | -0.2 | 0.3 | -1.0 | 1.0 | 0.2 | -1.9 | 0.6 | -1.1 | 6.0
Cc1sc2c(c1C)C(=O)/C(=C\Nc1ccccn1)S(=O)(=O)N2C | 0.9 | -8.8 | 0.2 | 10.9 | -0.4 | -4.7 | 0.2 | -1.8 | 0.3 | 0.7 | 19.2
Cc1cc(C)n2nc(SCCC(=O)NCCc3ccccc3)nc2n1 | -0.1 | 0.8 | 1.0 | 1.2 | -1.2 | -0.6 | -2.9 | -0.8 | 0.6 | 1.2 | 1.3
COc1ccc(Cn2cc(CN3[C@@H](CC(C)C)COc4cccc(F)c4S3(=O)=O)nn2)cc1 | -0.7 | -0.7 | -0.2 | -2.8 | -1.9 | 1.8 | / | -0.6 | / | / | 0.7
Cc1cc(NC(=O)C2CCCCC2)nc2c1c(=O)oc1ccccc12 | 0.1 | -2.3 | 0.0 | -0.1 | -1.2 | 2.3 | 0.0 | -0.1 | 0.4 | 1.0 | 4.1
Cc1ccc(NC(=O)COC(=O)CN2C(=O)C3CCCCC3C2=O)cc1C (stereo not given) | 2.2 | -7.7 | 0.7 | -9.8 | -0.9 | 3.3 | -1.6 | 1.1 | 1.0 | -1.1 | -6.8
COC(=O)[C@@]12C[C@@H](CC(=O)N3CCSCC3)C(=O)N(Cc3ccco3)C1=CCC(C)(C)C2 | 1.1 | -1.5 | -1.4 | 6.9 | -0.9 | -1.4 | 3.1 | -0.9 | / | / | -2.4
COc1ccc(NC(=O)CSc2nnc(-c3cccs3)n2C)cc1OC | 0.2 | 4.7 | -0.5 | -0.1 | -0.6 | -4.6 | 0.1 | -1.4 | 0.3 | 0.5 | -2.8
O=C(c1ccoc1)N1CCN(c2cc(-c3cccnc3)nc3cc(-c4cccc(Cl)c4)nn23)CC1 | 0.5 | -211.2 | 1.9 | -1.1 | -0.7 | -3.8 | -1.2 | -0.2 | -0.7 | -0.7 | -2.9
NC(=O)c1cc(S(=O)(=O)NCc2cccc(Br)c2)cs1 | 0.1 | -12.3 | 0.3 | -3.9 | -1.4 | -2.8 | -0.2 | -0.4 | 0.2 | -4.4 | 0.8
Cc1ccccc1NC(=O)C1Cc2ccccc2CN1C(=O)OCc1ccccc1 (stereo not given) | 0.3 | 0.8 | -2.8 | -7.2 | -1.0 | -2.4 | -2.3 | 0.9 | 0.5 | -3.3 | -5.3
O=C(NC1CCCCC1)C(c1ccccn1)N(C(=O)c1csnn1)c1ccccc1F (stereo not given) | -0.2 | -3.0 | 2.5 | -4.3 | -1.2 | -2.6 | -3.5 | -0.1 | 1.6 | -0.1 | 2.8
C=C1C(=O)C23C(O)C1CCC2C12COC3(O)C(O)C1C(C)(C)CCC2O (stereo not given) | -1.3 | 7.4 | 1.9 | 2.0 | -1.2 | 4.6 | 0.6 | -2.4 | / | -2.0 | -2.2
Cc1ccc(Cl)cc1NC(=O)c1cc2ccccc2cc1O | -0.1 | -193.8 | 2.1 | -29.8 | -1.1 | -6.4 | 1.9 | 1.8 | -2.8 | -8.8 | 1.8
CCCCNC(=O)c1nc(-c2ccncc2)oc1-c1ccccc1 | 1.6 | -85.1 | 1.4 | 1.3 | -1.5 | 0.6 | 1.4 | 0.3 | / | / | -2.1
Cn1c(C(=O)Nc2ccc(Cl)cc2)cc2cc(Cl)ccc21 | -0.1 | -6.0 | 3.6 | 1.7 | 0.4 | -0.6 | 14.1* | 8.3* | 0.1 | -1.4 | 3.2
CCN(CC)S(=O)(=O)c1cccc(S(=O)(=O)N2CCCCC2)c1 | 0.3 | 3.1 | 0.1 | -7.8 | -1.3 | -0.4 | -2.6 | -0.9 | -0.1 | 2.7 | 1.1
CSc1nc(Nc2ccc(Cl)cc2)c(C#N)c(=O)[nH]1 | 0.2 | -4.6 | -4.1 | -2.3 | -0.7 | -1.5 | 1.4 | -1.5 | 1.4 | 5.2 | 0.5
COC(=O)COc1ccc(NC(=O)Cn2nc(-c3ccccc3)c3ccccc3c2=O)cc1 | -0.6 | 1.6 | 0.0 | -6.6 | -1.5 | -0.8 | 0.7 | -2.2 | 1.3 | -1.8 | 2.0
Cc1ccc(C)c(N(CC(=O)NCc2ccc3c(c2)OCO3)C(=O)CCC(=O)Nc2ccccn2)c1 | -0.8 | 1.1 | 1.5 | -4.1 | -1.8 | 1.0 | -0.9 | -2.1 | -0.6 | -0.4 | 4.0
c1ccc(-c2nc(-c3cccs3)[nH]c2-c2ccccc2)cc1 | -1.3 | -112.3 | -1.8 | 3.3 | -1.4 | -0.8 | 2.8 | -1.1 | 0.4 | 2.0 | -2.7
C=CCNC(=S)Nc1cccc2ccccc12 | 0.9 | -10.5 | 1.1 | 9.6 | -0.6 | -0.8 | -0.5 | 0.4 | -0.3 | 1.9 | 4.5
Cc1ccnc2nc(C(=O)OC(C)C(=O)NCc3ccccc3)nn12 (stereo not given) | 0.1 | -2.7 | -3.6 | -5.7 | -0.8 | 1.3 | -2.6 | -2.1 | 0.2 | -0.3 | 2.9

Compound activity: PubChem BioAssay, several laboratories

Hits appear at their usual frequency; 7% or so of the library scored in one or more.
